# Screens (PubChem)
# HT1080 IDH1KD tx – toxicity to HT-1080 IDH1 knockdown cells (counter line); HT-1080 IDH1 knockdown viability, ATP luminescence, 48 h; Potency, µM (highest dose often 46.1 µM), inactives show top-dose activity, negative = toxicity, hits mostly cytotoxic; 360,000 tested, 2% active;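 also: potency is read from the fitted curve at half-maximal effect; 0% = DMSO wells and -100% = cell-free medium wells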
#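 In this qHTS, HT-1080 cells depleted of IDH1 are exposed for 48 h at 37 °C to compound titrations. Toxicity is scored from CellTiter-Glo luminescence, with DMSO as full viability and medium alone as none.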
# IL1B secr inh – inflammasome signaling inhibition, IL-1 beta readout; activity change, % at 57.5 µM; THP-1 LPS/ATP IL-1B secretion, AlphaLISA, 16 h; stronger effect = lower value; AID 743279; 360,000 tested, 4.7% active; in the data active = activity change below about -50%; inconclusive = mostly about -30% to -49%; also: % is scaled to controls: 0 for no effect and ±100 for the full control effect
#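 THP-1 cells pretreated 1 hr with compounds (up to 57.5 uM final), then stimulated with LPS (250 ng/mL final) plus ATP (1.25 mM final); secreted IL-1B measured by AlphaLISA after 16 hr, decreased signal indicating inhibition.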
# MCF10A rerep – induces DNA re-replication in MCF 10a normal breast cells; AID 624296; 350,000 tested, 2.9% active; Potency, µM (top dose mostly 46.1 µM), for inactives: at the top dose activity, positive = re-replication, hits mostly activators; MCF 10A DNA re-replication, Hoechst nuclear intensity, 48 h; also: potency is read from the fitted curve at half-maximal effect; % of control where 0% means no effect; nearly all actives have a fitted effect of over 50% in size
# ATXN viability – reduces viability in counter-screen for ATXN expression inhibitors. S2 cells (HEK-293 line with an ATXN2-luciferase reporter) viability, CellTiter-Fluor protease fluorescence, 24 h. Potency, µM (doses to about 56.7 µM), usual class: cytotoxic. 400,000 tested, 0.49% active; also: potency is read from the fitted curve at half-maximal effect; nearly all actives have a fitted effect of over 40% in size
# HT1080-NT tox – kills 2HG-producing HT-1080-NT fibrosarcoma cells | Potency, µM (doses to about 46.1 µM), without a hit: top-dose activity, negative = less viability, actives largely listed as cytotoxic | AID 686970 | HT-1080-NT fibrosarcoma viability, CellTiter-Glo ATP luminescence, 48 h | 360,000 tested, 1.6% active;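 also: NT is the 2HG producing partner of a matched IDH1 knockdown line; potency is read from the fitted curve at half-maximal effect; 0% = DMSO-treated cells and -100% = media-only wells without cells; nearly all actives have a fitted effect of over 55% in size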
#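 Fibrosarcoma NT cells, 750 per well in 5% FBS RPMI, were exposed to compound for 48 hours. Viability: CellTiter-Glo luminescence.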
# SW480 rerep – induces DNA re-replication in SW480 colon adenocarcinoma cells. Potency, µM (highest dose often 46.1 µM), for the others: at the highest dose re-replication activation, actives largely listed as activators. SW480 DNA re-replication, Hoechst DNA content imaging, 48 h. 340,000 tested, 1.8% active; also: potency is read from the fitted curve at half-maximal effect; % of control where 0% means no effect; nearly all actives have a fitted effect of over 55% in size
#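 SW480 cells exposed to compounds for 48 hr at 37 C, 5% CO2, then Hoechst-stained 40 min. Nuclear DNA content imaged by fluorescence scanning (405 nm excitation, 500-530 nm emission); re-replication scored as increased high-intensity nuclei.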
# KB-3-1 tox – kills parental KB-3-1 adenocarcinoma cells; KB-3-1 viability, CellTiter-Glo ATP luminescence, 72 h; Potency, µM (series often up to 46.1 µM), for the others: top-dose activity change, negative = cytotoxic, most hits filed as cytotoxic; 400,000 tested, 1.4% active; AID 1347075; also: potency is read from the fitted curve at half-maximal effect; % is scaled to controls: 0 for no effect and ±100 for the full control effect; nearly all actives have a fitted effect of over 60% in size
#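 Screening of KB-3-1 cells (DMEM, 10% FBS, phenol-red free) ran from lowest to highest compound concentration; after 72 h at 37 °C viability was read luminescently and curves fitted.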
# KB-V1 MDR tox – KB-V1 MDR subline cytotoxicity; KB-V1 MDR cells viability, CellTiter-Glo, 72 h; 400,000 tested, 3.4% active; Potency, µM (doses to about 46.1 µM), without a hit: at the highest dose activity change, negative = cytotoxicity, actives largely listed as cytotoxic; also: potency is read from the fitted curve at half-maximal effect; % is scaled to controls: 0 for no effect and ±100 for the full control effect; nearly all actives have a fitted effect of over 60% in size
#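 Following 72 h at 37 degrees C with compound, KB-V1 cell viability was read by CellTiter-Glo luminescence, medium being phenol-red-free DMEM plus 10% FBS; concentration-response parameters came from normalized, curve-fitted qHTS data.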
# ATXN2 expr inh – reduces ATXN2 reporter expression in HEK-293 cells. 360,000 tested, 0.72% active. Potency, µM (top dose mostly 57 µM), inactives show at the highest dose activity change, negative = inhibition, actives largely listed as inhibitors. HEK-293 ATXN2-luciferase reporter, luminescence, 24 h; also: potency is read from the fitted curve at half-maximal effect; % is scaled to controls: 0 for no effect and ±100 for the full control effect; nearly all actives have a fitted effect of over 55% in size
#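 ATXN2-luciferase reporter cells (luciferase flanked by upstream and downstream ATXN2 gene portions) were treated 24 h at 37 °C with compounds at up to 57 uM. SteadyGlo luminescence gave expression; GF-AFC fluorescence gave viability.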
# Active calls of the source: *; i = inactive; u = inconclusive; x = not tested or not shown; [ ] = remark or other dose. Unless noted, calls follow the shape of the dose curve; as a rule, active = well fitted curve in the direction sought with a large enough effect; inconclusive = small, poorly fitted or top-dose-only effect, or another doubt; inactive = no such curve, though single readings can be large; an effect the other way counts as inactive or inconclusive.
nr	mol	HT1080 IDH1KD tx	IL1B secr inh	MCF10A rerep	ATXN viability	HT1080-NT tox	SW480 rerep	KB-3-1 tox	KB-V1 MDR tox	ATXN2 expr inh
1	Cn1nc(C(F)(F)F)c(C(=O)Nc2ccc(C(F)(F)F)cc2)c1Cl	-2%	u	14%	i	-1%	5%	-13%	0%	-17%
2	Cc1nn(C)c(C(=O)NNC(=S)NC2CCCCC2)c1Br	18%	-6	2%	i	20%	12%	1%	-8%	x
3	Cc1cc(C)c(S(=O)(=O)c2ccc(Cl)cc2C)c(Cl)n1	2%	3	-1%	i	-13%	2%	-13%	u	-13%[11.3 µM]
4	COc1ccc(/C=C/c2cc(=O)c3cc(Cl)ccc3o2)cc1	8%	-10	21µM*	i	2%	u	-6%	u	14%
5	CC(C)=CCC12Oc3cc(O)ccc3C1(O)Oc1cc(O)c([C@H]3C=C(C)CC(c4ccc(O)cc4O)[C@H]3C(=O)c3ccc(O)cc3O)c(O)c1C2=O (stereo partly specified)	u	22	u	u	u	-18%	0%	u	u
6	CC(C)Oc1cccc(C(=O)NC(=S)N2CCN(c3ccc(C(F)(F)F)cc3[N+](=O)[O-])CC2)c1	-22%	-22	u	i	-16%	u	-3%	-3%	-25%
7	Cc1cc(C)c(NC(=S)NC(NC(=O)c2ccccc2)C(Cl)(Cl)Cl)c(C)c1 (stereo unspecified)	u	-75*	12%	i	u	u	u	u	u
8	CCc1c(C(=O)OC)nnc2cc(C)nn12	15%	14	2%	u	15%	-11%	0%	3%	0%
9	COCCn1c(C)cc(C(=O)COc2ccc(C)nc2[N+](=O)[O-])c1C	0%	12	u	i	-1%	u	-5%	-23%	x
10	CCN1C(=O)CS/C1=N\c1nccs1	11%	-6	1%	i	11%	-5%	7%	19%	-3%
11	O=C(O)c1ccc(Cl)c(S(=O)(=O)N2CCCC2)c1	18%	4	-3%	i	2%	-3%	3%	0%	x
12	CCN(CC)CCC(=O)N1c2ccccc2CCc2ccc(NC(=O)OC)cc21	u	-62*	u	i	-13%	u	-1%	-8%	-21%
13	CC(C)c1ccc(/C=C(\NC(=O)c2ccccc2)C(=O)NCCCN2CCOCC2)cc1	-11%	x	-17%	i	-15%	-45%[inhibitor]	8%	-6%	1%
14	Cc1ccsc1C1C(C(=O)O)c2ccccc2C(=O)N1C (stereo unspecified)	3%	-5	-5%	i	6%	1%	11%	28%	-1%
15	Cc1ccc(-n2ncc3c(N4CCC5(CC4)OCCO5)ncnc32)c(C)c1	-10%	-14	1%	u	u	22%	-19%	-20%	u

# Other compounds follow:
nr	mol	HT1080 IDH1KD tx	IL1B secr inh	MCF10A rerep	ATXN viability	HT1080-NT tox	SW480 rerep	KB-3-1 tox	KB-V1 MDR tox	ATXN2 expr inh
16	CCCCN(CC)c1nc(N)c2c(N)nc(OCC)cc2c1C#N	-10%	-16	23µM*	i	-5%	u	-1%	-9%	-9%
17	COCCn1c(SCC#N)nnc1-c1ccc2c(c1)OCO2	-19%	7	1%	i	13%	-3%	4%	17%	4%
18	COc1ccc(OC)c(NC(=O)c2cc3c(=O)n4ccccc4nc3n2C)c1	6%	-1	-2%	i	16%	u	-3%	14%	57%[activator]
19	Cc1ccccc1NCC(=O)N/N=C\C=C\c1cccc([N+](=O)[O-])c1	10%	0	-3%	i	7%	-6%	26%	13%	0%
20	CC(=O)OC(Cn1ccnc1)c1ccccc1 (stereo unspecified)	8%	0	0%	i	15%	-3%	-7%	13%	3%
21	Cc1cccc(C)c1-n1c(C)nn(-c2ncc(C(F)(F)F)cc2Cl)c1=O	8%	-4	-4%	i	2%	0%	11%	-28%	14%
22	C=CCN(CC=C)S(=O)(=O)c1ccc(NC(=S)NC(=O)/C=C/c2ccccc2)cc1	-24%	0	u	i	-18%	-1%	0%	0%	8%
23	CCOC(=O)C1CCN(C(=O)C2CCN(S(=O)(=O)c3cc(Cl)ccc3Cl)CC2)CC1	-27%	-15	-2%	i	8%	-3%	2%	23µM*	-2%
24	O=C(Nc1ccc2c(c1)OCO2)c1ccc(=O)[nH]n1	10%	0	7%	i	6%	0%	-14%	u	18%
25	Cc1ccccc1Cn1nnc(-c2cccc(C(=O)O)c2)n1	2%	27	x	i	2%	x	2%	9%	u
26	COc1c(C)cc(C(O)c2ncc(-c3ccccc3C)[nH]2)cc1C (stereo unspecified)	-23%	-4	x	i	-30%	x	0%	-9%	1%
27	COc1ccccc1N1CCN(C2CCCN(S(=O)(=O)c3cccc(Cl)c3)C2)CC1 (stereo unspecified)	0%	0	1%	i	-2%	u	-6%	-3%	-8%
28	COc1ccc2c(c1)-c1c(ssc1=S)C(C)(C)N2C(=O)CSC1=NCCS1	-22%	-21	0%	i	-4%	6%	-18%	-9%	-16%
29	COc1ccc(N2CCN(C(=O)COC(=O)CCOc3cc(C)ccc3C)CC2)cc1	-4%	6	2%	i	-6%	3%	0%	0%	-10%
30	CCNC(=S)N(Cc1ccc(OC)cc1)C1CC(=O)N(c2ccc(OCC)cc2)C1=O (stereo unspecified)	-6%	20	-3%	i	-16%	u	-15%	u	7%

# Remaining list, next part:
nr	mol	HT1080 IDH1KD tx	IL1B secr inh	MCF10A rerep	ATXN viability	HT1080-NT tox	SW480 rerep	KB-3-1 tox	KB-V1 MDR tox	ATXN2 expr inh
31	CCCNC(=O)c1ccc(SCC(=O)N(CC)CC)c([N+](=O)[O-])c1	4%	15	0%	x	6%	-1%	7%	u	-11%
32	C=CCn1c(-c2csc(-c3ccc(Cl)cc3)n2)n[nH]c1=S	0%	-5	-1%	i	2%	3%	1%	-18%	-4%
33	COc1ccc(N2CCN(C(=O)c3nn(-c4ccc(C)cc4)c(=O)n(C)c3=O)CC2)cc1	x	x	x	i	x	x	7%	9%	-9%
34	CN(Cc1ccc(C(F)(F)F)cc1)C(=O)C1CC(=O)N(Cc2ccco2)C1 (stereo unspecified)	-7%	6	11%	i	-2%	4%	-2%	3%	x
35	CC(=O)NCCc1ccc(-c2csc(NC(=O)C3CC(=O)N(C4CCCC4)C3)n2)cc1 (stereo unspecified)	2%	-13	3%	i	2%	-2%	-12%	u	-7%
36	O=C(/C=C/[C@H]1O[C@@H](n2cnc3c(NC(=O)c4ccccc4)ncnc32)[C@H](O)[C@@H]1O)NCCCN1CCCC1=O	2%	-20	x	i	3%	x	0%	u	-6%
37	CCOC(=O)Cn1c(CN2CCN(c3cccc(Cl)c3)CC2)nc2c1c(=O)[nH]c(=O)n2C	0%	-9	-6%	i	-1%	-7%	5%	-1%	u
38	CCc1ccc2oc(=O)cc(CN(C)Cc3ccccc3)c2c1	-13%	-4	u	i	-14%	11%	u	u	-8%
39	COc1ccc(CCN2CC(C(=O)NCCc3ncccc3C)CCC2=O)cc1 (stereo unspecified)	0%	-21	x	i	9%	x	1%	5%	x
40	Cc1nn(C)cc1C(C(=O)NC1CCCCC1)N(C(=O)Cc1cccs1)c1ccc(F)cc1 (stereo unspecified)	21%	5	15%	i	3%	-37%[inhibitor]	0%	-25%	-4%
41	COc1cc(C2C(C(=O)OC(C)C)=C(C)Nc3ncnn32)cc(OC)c1OC (stereo unspecified)	-3%	11	-1%	i	-12%	-9%	-10%	-7%	1%
42	Cc1cccc(Cn2c(=O)n(CCCCC(=O)NCc3ccc4c(c3)OCO4)c(=O)c3ccccc32)c1	x	x	x	i	x	x	11%	-9%	17%
43	O=C(OC(C(=O)NCC1CCCO1)c1ccc(F)cc1)c1ccco1 (stereo unspecified)	3%	14	-1%	i	10%	1%	-2%	6%	31%[activator]
44	CCOC(=O)c1ncn2c1C(=O)OC2(C)C	0%	-1	0%	i	-5%	-7%	25%	13%	3%
45	CCOc1ccc(C(=O)NCC(=O)NNC(=O)CN(C)S(=O)(=O)c2ccc(Cl)cc2)cc1OCC	-1%	-10	-6%	i	-1%	-2%	6%	-4%	-5%
46	CCOC(=O)C1=C(C)N(C)C(=O)NC1c1c(C)nn(-c2ccccc2)c1C (stereo unspecified)	0%	16	-2%	i	2%	3%	9%	u	-7%
47	COc1ccc(NC(=O)c2cc(CN3C(=O)c4ccccc4C3=O)ccc2OC)cn1	21µM*	-4	13%	i	u	0%[9.22 µM]	u	u	-15%
48	CCOc1ccc(N=C(/C(C(=O)C(=O)N2CCOCC2)=C(/O)c2ccccc2)c2ccccc2)cc1	-14%	-20	1%	i	2%	5%	-4%	-26%	x

# Entries of single compounds, quoted from the list.
# `Cc1cccc(Cn2c(=O)n(CCCCC(=O)NCc3ccc4c(c3)OCO4)c(=O)c3ccccc32)c1` reads HT1080 IDH1KD tx = x; IL1B secr inh = x; MCF10A rerep = x; ATXN viability = i; HT1080-NT tox = x; SW480 rerep = x; KB-3-1 tox = 11%; KB-V1 MDR tox = -9%; ATXN2 expr inh = 17%
# `COc1cc(C2C(C(=O)OC(C)C)=C(C)Nc3ncnn32)cc(OC)c1OC` (stereo unspecified) reads HT1080 IDH1KD tx = -3%; IL1B secr inh = 11; MCF10A rerep = -1%; ATXN viability = i; HT1080-NT tox = -12%; SW480 rerep = -9%; KB-3-1 tox = -10%; KB-V1 MDR tox = -7%; ATXN2 expr inh = 1%

# Fetched by compound from the list above, 4 records:
nr	mol	HT1080 IDH1KD tx	IL1B secr inh	MCF10A rerep	ATXN viability	HT1080-NT tox	SW480 rerep	KB-3-1 tox	KB-V1 MDR tox	ATXN2 expr inh
35	CC(=O)NCCc1ccc(-c2csc(NC(=O)C3CC(=O)N(C4CCCC4)C3)n2)cc1 (stereo unspecified)	2%	-13	3%	i	2%	-2%	-12%	u	-7%
42	Cc1cccc(Cn2c(=O)n(CCCCC(=O)NCc3ccc4c(c3)OCO4)c(=O)c3ccccc32)c1	x	x	x	i	x	x	11%	-9%	17%
31	CCCNC(=O)c1ccc(SCC(=O)N(CC)CC)c([N+](=O)[O-])c1	4%	15	0%	x	6%	-1%	7%	u	-11%
47	COc1ccc(NC(=O)c2cc(CN3C(=O)c4ccccc4C3=O)ccc2OC)cn1	21µM*	-4	13%	i	u	0%[9.22 µM]	u	u	-15%
